# Screening results (PubChem BioAssay)
# Tau fluor cs: counter-screen for tau fibril formation inhibitors. AID 1463. tau K18 P301L Alexa594 fluorescence, heparin fibrillization. Potency, µM (doses to about 57.7 µM), for inactives: top-dose activity change, negative = decrease. 280,000 compounds, 0.93% hits; note: % is set by controls: 0 for no effect and ±100 for the full control effect; nearly all actives have a fitted effect of over 55% in size
#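 Human K18 P301L tau (15 uM unlabeled plus 0.24 uM Alexa 594-labeled, final) in 100 mM sodium acetate pH 7 was mixed with compound and 20 uM heparin and incubated 6 hr at 37 C.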
# Tau ThT inhib: inhibitors of human tau fibril formation, thioflavin T binding; Potency, µM (top dose mostly 57.4 µM), without a hit: at the highest dose activity, negative = inhibition, actives largely listed as inhibitors; P10636; recombinant tau K18 P301L (four-repeat tau fragment), heparin-induced fibrillization, ThT fluorescence; 270,000 compounds, 2.1% hits; note: % is set by controls: 0 for no effect and ±100 for the full control effect; nearly all actives have a fitted effect of over 55% in size
# Target sequence (P10636 561-689 P618L limits assumed): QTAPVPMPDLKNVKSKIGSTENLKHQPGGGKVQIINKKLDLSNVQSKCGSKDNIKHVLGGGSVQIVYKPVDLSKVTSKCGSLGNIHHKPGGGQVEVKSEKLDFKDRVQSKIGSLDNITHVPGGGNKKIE
#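 Tau K18 P301L fragment (15 uM unlabeled plus 0.24 uM Alexa 594-labeled) in 100 mM sodium acetate pH 7 with compound, fibrillization induced by 20 uM heparin for 6 hr at 37 C. Thioflavin T (30 uM) added, fluorescence read after 1 hr (ex 450, em 510 nm).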
# ALDH1A1 block: ALDH1A1 (human) enzyme inhibition. Potency, µM (series often up to 75.3 µM), for the others: at the highest dose activity, negative = inhibition, most hits filed as inhibitors. AID 1030. Purified ALDH1A1, NADH fluorescence, propionaldehyde substrate. 220,000 compounds, 7.3% hits. P00352; active = well fitted inhibition curve with a large enough effect, not every such curve was filed as active; inconclusive = small, poorly fitted or top-dose-only effect, or another doubt; inactive = no such curve, though single readings can be large or run the other way;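 note: plate controls were no enzyme wells and a reference inhibitor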
# Target sequence (P00352 whole entry, looked up): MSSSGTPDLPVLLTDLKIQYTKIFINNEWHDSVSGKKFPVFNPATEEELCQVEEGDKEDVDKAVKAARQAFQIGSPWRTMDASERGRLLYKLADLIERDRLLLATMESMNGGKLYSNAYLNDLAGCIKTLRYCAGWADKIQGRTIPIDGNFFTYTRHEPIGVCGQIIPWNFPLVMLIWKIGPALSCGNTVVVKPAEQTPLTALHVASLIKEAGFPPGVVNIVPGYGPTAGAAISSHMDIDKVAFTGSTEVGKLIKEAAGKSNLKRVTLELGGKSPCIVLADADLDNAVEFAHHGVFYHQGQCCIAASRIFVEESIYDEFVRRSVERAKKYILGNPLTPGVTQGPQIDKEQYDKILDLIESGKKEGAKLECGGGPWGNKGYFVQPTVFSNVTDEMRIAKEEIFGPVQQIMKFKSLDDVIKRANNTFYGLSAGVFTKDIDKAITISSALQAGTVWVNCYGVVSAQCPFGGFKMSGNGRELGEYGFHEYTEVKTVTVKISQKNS
# HTT cytoprotect: protects HTT-Q103 PC12 cells, measured by ATP; PC12 HTT-Q103 induced, cytoprotection, ATP luminescence, 40 h; Potency, µM (titrated, usually from 56.4 µM), inactives show cytoprotection (ATP increase), usual class: activators; 230,000 compounds, 0.14% hits; AID 1471;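 note: % of control where 0% means no effect; nearly all actives have a fitted effect of over 45% in size; toxic huntingtin expression switched on by the ecdysone agonist tebufenozide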
#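 Huntington model: PC12 line, ecdysone-inducible HTTQ103 exon1–GFP, tebufenozide 100 nM. Test articles in a dose series. Endpoint luminescence from cellular ATP.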
# KDM4E inh: inhibitors of human JMJD2E histone demethylase | B2RXH2 | JMJD2E catalytic domain, FDH-coupled NADH fluorescence (FDH is formaldehyde dehydrogenase) | Potency, µM (series often up to 57.1 µM), inactives show at the highest dose activity change, negative = inhibition, most hits filed as inhibitors | 230,000 compounds, 1.6% hits; active = well fitted inhibition curve with a large enough effect, not every such curve was filed as active; inconclusive = small, poorly fitted or top-dose-only effect, or another doubt; inactive = no such curve, though single readings can be large or run the other way;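 note: 0% = wells with enzyme and -100% = buffer wells without enzyme; nearly all actives have a fitted effect of over 50% in size; many of its hits are not listed in these tables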
# Target sequence (B2RXH2 1-337 limits assumed): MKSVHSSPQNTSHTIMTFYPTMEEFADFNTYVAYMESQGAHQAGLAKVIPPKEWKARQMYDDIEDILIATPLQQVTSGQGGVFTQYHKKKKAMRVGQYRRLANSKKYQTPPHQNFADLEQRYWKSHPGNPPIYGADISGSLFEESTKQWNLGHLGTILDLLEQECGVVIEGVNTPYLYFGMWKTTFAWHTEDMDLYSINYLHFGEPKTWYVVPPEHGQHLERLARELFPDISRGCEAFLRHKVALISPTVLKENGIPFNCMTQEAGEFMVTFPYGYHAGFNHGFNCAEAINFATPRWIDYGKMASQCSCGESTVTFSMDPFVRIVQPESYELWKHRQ
# SMN2 splice up: enhancers of SMN2 splice variant expression | HEK293 SMN2-luciferase splicing reporter, luminescence, 30-36 h | Potency, µM (titrated, usually from 46.1 µM), for the others: at the highest dose activity change, positive = activation, most hits filed as activators | 210,000 compounds, 2.8% hits; note: % of control where 0% means no effect; nearly all actives have a fitted effect of over 55% in size
#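 HEK293 cells carry an SMN2 minigene-luciferase reporter in which exon 7 inclusion puts luciferase in frame. Cells were seeded at 2000 cells/well, attached for 10-12 hours, then exposed to compounds for 30-36 hours at 37C before ONE-Glo luminescence.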
# Tau FP inhib: tau fibrillization inhibition (FP). P10636. K18 P301L tau heparin fibrillization, Alexa594 FP, 6 h. Potency, µM (series often up to 57.7 µM), for inactives: at the top dose activity, negative = inhibition, usual class: inhibitors. 280,000 compounds, 0.39% hits. AID 1468; note: % is set by controls: 0 for no effect and ±100 for the full control effect; nearly all actives have a fitted effect of over 55% in size
#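 Compound effects on tau fibrillization are measured by Alexa 594 fluorescence polarization (ex 555, em 632 nm). K18 P301L tau is used at 15 uM with 0.24 uM labeled tracer, and 20 uM heparin induces aggregation over 6 hr at 37 C.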
# HTT aggregate: mutant huntingtin aggregation inhibition | PC12 HttQ103-GFP aggregates, Acumen cytometry, 40 h | Potency, µM (top dose mostly 46.1 µM), without a hit: at the highest dose activity change, negative = inhibition, usual class: inhibitors | 220,000 compounds, 1.1% hits | AID 1688; note: % is set by controls: 0 for no effect and ±100 for the full control effect; nearly all actives have a fitted effect of over 60% in size
#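 Using laser scanning cytometry, GFP-positive aggregates were counted after lysis of PC12 cells induced with 100 nM tebufenozide to express HTT exon 1 Q103–GFP. Compounds were tested in titration.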
# The depositor's hits bear a star; ? = inconclusive; . = not tested or not shown; & = joins results of further samples; [ ] = remark or other dose. Unless noted, calls come from the whole dose curve; as a rule, active = well fitted curve in the direction sought with a large enough effect; inconclusive = small, poorly fitted or top-dose-only effect, or another doubt; inactive = no such curve, though single readings can be large; an effect the other way counts as inactive or inconclusive. Potency is the fitted concentration of half-maximal effect.
SMILES,Tau fluor cs,Tau ThT inhib,ALDH1A1 block,HTT cytoprotect,KDM4E inh,SMN2 splice up,Tau FP inhib,HTT aggregate
COc1ccccc1N1CCN(CCN2C(=O)CC3(CCCC3)CC2=O)CC1,-9%&2%&-7%,-6%&-3%&-1%,-9%&-13%&-9%,-43%[inhibitor],1%&6%,-19%&-18%,0%&-3%&-1%,.
CCC1(CC)N=C(c2ccccc2)C(=S)N1,-3%,-8%,-3%,1%,1%,-13%,-11%,13%
COc1cc2[nH]c(=O)n(CCCCCC(=O)N3CC=C(c4ccccc4)CC3)c(=O)c2cc1OC,?,?,?,-91%[inhibitor],?,-14%,-17%,-7%[9.22 µM]
Cc1ccccc1C(=O)Nc1ccccc1-c1nnn(CC(=O)Nc2ccc3c(c2)OCCO3)n1,?,12%,?,11%,?,-13%,?,-3%
COC(=O)c1cc(OC)c(OC)cc1NC(=O)C(C)Sc1ccc(C)cc1 (stereo not given),-11%,-21%,?,4%[10 µM],?,-49%[inhibitor],11%,-15%
Cc1[nH]c2c(Cl)cccc2c(=O)c1CN1CCCC1,7%,-7%,-5%,12%[0.074 µM],-7%,.,0%,9%
CCC(C)(C(=O)Nc1ccc2c(c1)OCCO2)N(C(C)=O)c1ccc(C(N)=O)cc1 (stereo not given),-21%,-24%,6%,-26%,11%,-1%,-3%,-10%
CC(C)(C)OC(=O)N1CCC(c2nnc(SCc3ccccc3)o2)CC1,-23%,-21%,.,.,.,-36%[inhibitor],0%,.
O=C1CCC(=O)N(O)CCCCCNC(=O)CCC(=O)N(O)CCCCNC(=O)CCC(=O)N(O)CCCCCN1,13%,7%,.,6%[10 µM],4.5µM*,.,-6%,4%[9.22 µM]
O=C(Oc1ccc2c(=O)c(Oc3ccc4ccccc4c3)coc2c1)c1cccnc1,-8%,-12%,-11%,18%[10 µM],?,.,9%,-6%
COc1ccc(OCC#CCNC(C)(C)C)cc1,1%,-1%,?,-1%,?,6%,10%,1%
COc1ccc(S(=O)(=O)N(CCc2ccccc2)CC(=O)NCCCO)cc1,-7%,0%,8.9µM*,-6%,2%,-2%,?,0%
Cn1nnc(-c2ccc(OCc3ccccc3F)cc2)n1,-14%,-16%,5%,-16%[10 µM],-4%,8.9µM*,-12%,-15%
O=C(NCCC1=CCCCC1)C(c1ccccc1)c1ccccc1,-22%,-9%,5%,-30%,-2%,.,-9%,-32%
Cc1nc2c(c(C)nn2-c2ccccc2)c(C)c1CCC(=O)Nc1ccc(CN2CCCC2)cc1,13%[0.0958 µM],.,.,-13%[10 µM],?,.,1%[0.0958 µM],-13%[9.22 µM]
Cc1ccc(C)n1NC(=O)c1ccc(Cl)cc1Cl,-6%,-3%,4%,1%,-7%,20%,3%,2%
Cc1ccc(C)c(Cn2c(CO)nc3ccccc32)c1,6%,2%,-3%,2%[1.9 µM],-4%,-28%,1%,-15%
Cc1ccc(CSC2=NCCN2S(=O)(=O)c2ccccc2)cc1,-27%,-8%,-4%,-39%[inhibitor],8%,-41%[inhibitor],1%,-21%
CCCc1nnc(SCC(=O)N2CCCCC2C)n1CC1CCCO1 (stereo not given),-12%,-13%,-9%,8%,2%,-19%,-6%,7%
CCOC(=O)C1CCCN(Cc2cccs2)C1 (stereo not given),-4%,-5%,?,-7%,?,15%,-10%,2%
COc1ccc(OCC(O)CNS(=O)(=O)c2ccc(C)cc2)cc1 (stereo not given),-22%,-14%,?,22%[10 µM],2%,.,-17%,1%[9.22 µM]
CN(Cc1ccccc1)CC(O)COc1ccc(CNCc2nccn2C)cc1 (stereo not given),-9%,-12%,-1%,18%[10 µM],-2%,.,0%,14%[9.22 µM]
Cc1cccc(-c2nnn(CC/C(N)=N/O)n2)c1,-5%,-8%,13%,-19%[10 µM],7%,19%,0%,-2%
CCOC(=O)C1CCCN(CCC(=O)Nc2c(C(=O)OC)[nH]c3cc(OC)ccc23)C1 (stereo not given),-12%,-10%,-1%,4%,?,-12%,8%,4%
Cc1nn2c(c1-c1ccc(Cl)cc1)N=C(c1ccco1)CC2c1ccccc1 (stereo not given),-17%,?,?,-38%,?,-33%[inhibitor],-10%,18%
Cc1ccc(/C=[N+](/[O-])C2SC(=S)N(C)C2(C)C)cc1 (stereo not given),-11%,-10%,-2%,-4%[10 µM],-3%,-4%,-13%,-11%
Cc1cc(C)c2sc(NNC(=O)c3ccc(S(=O)(=O)N4CCc5ccccc5C4)cc3)nc2c1,?,-15%,2%,.,13µM*,-86%[inhibitor],14%,-25%
Cc1ccc(C(=O)N/C(=C/c2ccc(C(C)C)cc2)C(=O)NCCCN2CCOCC2)cc1,2%,10%,.,10%[10 µM],5%,.,-11%,20%[9.22 µM]
COc1ccc(CNC(=O)/C=C/c2ccccc2[N+](=O)[O-])cc1,-11%,-9%,?,-19%,3%,3%,0%,17%[9.22 µM]
CCOC(=O)COn1c(=O)c(C)[n+]([O-])c2ccccc21,-16%,?,?,1%,-25%,-3%,1%,-14%
CCOC(=O)c1cc2cc(F)ccc2nc1C,4%,9%,-1%,-14%[0.074 µM],0%,-11%,0%,-11%
Cn1c(=O)n(CC(=O)Nc2ccc(F)cc2)c2ccccc21,5%,8%,11%,-9%[0.074 µM],-2%,-5%,-1%,-5%
Cn1c(=O)c2c3c(sc2n2c(SCc4ccccc4)nnc12)CCCC3,7%,1%,-12%,-3%[10 µM],1%,11%,7%,2%
COc1ccc(N2C(=O)CC(N3CCN(S(=O)(=O)c4cc(C)ccc4C)CC3)C2=O)cc1 (stereo not given),3%,2%,-2%,-37%[inhibitor],-7%,9%,0%,18%
N#Cc1cccnc1N1CCC(C(N)=O)CC1,1%,-1%,.,17%[10 µM],?,.,1%,-24%[9.22 µM]
O=C(/C=C/c1cn(CC(O)CN2CCCCCC2)c2ccccc12)c1ccccc1 (stereo not given),?,?,.,.,.,-1%,-6%,.
COc1cc(S(=O)(=O)N2CCOCC2)ccc1F,-3%,-9%,19%,8%,6%,-5%,-3%,1%
Nc1nc2n(n1)C(=O)CC(c1ccccc1)N2 (stereo not given),-5%,-2%,-5%,23%,3%,-28%,-10%,-12%
Cc1cc(=O)oc2n[nH]c(-c3ccccc3)c12,0%,0%,?,-29%[10 µM],?,-2%,0%,22%
CCOc1ccccc1-n1c(SCC(=O)Nc2nccs2)nnc1-c1ccoc1C,-5%,-10%,10%,-17%[10 µM],6%,-18%,-3%,-19%

# Among those listed so far, these have fluorine.
SMILES,Tau fluor cs,Tau ThT inhib,ALDH1A1 block,HTT cytoprotect,KDM4E inh,SMN2 splice up,Tau FP inhib,HTT aggregate
Cn1nnc(-c2ccc(OCc3ccccc3F)cc2)n1,-14%,-16%,5%,-16%[10 µM],-4%,8.9µM*,-12%,-15%
CCOC(=O)c1cc2cc(F)ccc2nc1C,4%,9%,-1%,-14%[0.074 µM],0%,-11%,0%,-11%
Cn1c(=O)n(CC(=O)Nc2ccc(F)cc2)c2ccccc21,5%,8%,11%,-9%[0.074 µM],-2%,-5%,-1%,-5%
COc1cc(S(=O)(=O)N2CCOCC2)ccc1F,-3%,-9%,19%,8%,6%,-5%,-3%,1%

# (next part)
SMILES,Tau fluor cs,Tau ThT inhib,ALDH1A1 block,HTT cytoprotect,KDM4E inh,SMN2 splice up,Tau FP inhib,HTT aggregate
CC(C)CCOc1ccc(Oc2nc(N(C)C)nc(N(C)C)n2)nn1,-14%,-12%,.,.,.,4%,2%,.
Cc1sc(NC(=S)NC(=O)c2ccco2)c(C#N)c1C,-1%,-16%,?,-52%[inhibitor],0%,.,5%,11%
CCOC(=O)c1cc2c(=O)n3ccccc3nc2n(CC2CCCO2)c1=NC(=O)/C=C/c1ccccc1 (stereo not given),-18%,?,?,-5%,?,-29%,9%,-9%
O=C1NCC(c2ccccc2)C1C(=O)N/N=C\c1ccc(-c2ccc(Cl)c(Cl)c2)o1 (stereo not given),?,-18%,0%,1%,?,0%,3%,-13%
O=C1CCCC2=C1C(c1cccs1)n1nc(SCc3ccc(C(=O)O)cc3)nc1N2 (stereo not given),0%,.,.,4%[10 µM],?,.,-1%,-5%[9.22 µM]
c1ccc(-c2cc(-c3nnc4n3N=C(c3ccc5ccccc5c3)CS4)[nH]n2)cc1,-11%,?,0%,9%[10 µM],-3%,11µM*,-3%,?
Cc1ccc(-c2ccc(CCC(=O)O)n2-c2ccc(C(C)C)cc2)cc1,-22%,?,.,.,.,-6%,-5%,.
COc1ccc(S(=O)(=O)N2CCCCCC2)cc1N(C)S(=O)(=O)c1ccccc1,-19%,-5%,?,23%[10 µM],1%,-15%,-1%,4%
COc1cc(OC)c(OC)cc1/C=N/NC(=O)c1cc(-c2cccn2C)n[nH]1,?,13µM*,-8%,-6%,?,2%,11%,8%
CCc1ccccc1NC(=O)Cn1c(-c2nonc2N)nc2ccccc21,3%,-1%,.,.,.,-6%,-9%,.
Cc1cccnc1NC(=O)C1CCN(S(=O)(=O)c2c(C)noc2/C=C/c2ccco2)CC1,-14%,-8%,?,-2%[10 µM],-9%,-17%[1.84 µM],3%,3%

# Compounds shown so far that have a cyano group (two):
SMILES,Tau fluor cs,Tau ThT inhib,ALDH1A1 block,HTT cytoprotect,KDM4E inh,SMN2 splice up,Tau FP inhib,HTT aggregate
N#Cc1cccnc1N1CCC(C(N)=O)CC1,1%,-1%,.,17%[10 µM],?,.,1%,-24%[9.22 µM]
Cc1sc(NC(=S)NC(=O)c2ccco2)c(C#N)c1C,-1%,-16%,?,-52%[inhibitor],0%,.,5%,11%

# Only part of the results is shown (hit frequency here may not be typical).
